Screening data deposited in PubChem by several laboratories.
M1AAP inhibition: P. falciparum M1AAP inhibitors, biochemical, fluorogenic H-Leu-NHMec substrate, 1536-well (AID 1445). recombinant M1AAP, H-Leu-NHMec fluorogenic kinetic assay; higher % means a stronger effect. inhibition, % at 30 µM, or IC50 in µM where a hit was titrated. 0.42% of 220,000 active;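 active = primary inhibition above the hit cutoff, then over 50% inhibition at one or more dose response concentrations, cut at about 23% in these data, passing the limit was not always enough; inconclusive = conflicting primary data, or primary hits not chosen for dose response; inactive = low primary inhibition, or under 50% at every dose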;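 also: plate controls were DMSO full reaction for no effect and no enzyme background for full effect; strong numbers were not always called active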
PMI inhibitors: inhibitors of human PMI, primary screen, biochemical, fluorescence intensity, coupled assay (AID 1209); purified PMI enzyme, coupled fluorescence intensity; higher % means a stronger effect; inhibition, % at 20 µM, or IC50 in µM where a hit was titrated; 0.42% of 190,000 active;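 also: plate controls were DMSO vehicle for no effect and wells lacking substrate for full effect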
Myeloid diff MLP: promotes myeloid progenitor differentiation | calls only at 10 µM | 1% of 360,000 active | AID 624256 | ER-HoxA9 myeloid progenitors, lysozyme-GFP differentiation, flow cytometry;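 active = normalized GFP-positive differentiation at or above the plate's own cutoff, the solvent-only control mean plus 3 SD; inconclusive = no clear call, values can overlap the other calls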;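 also: cells exposed to compound for four days before flow analysis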
TNAP activation fold: human TNAP enzyme activators, primary screen, biochemical, luminescent, no phosphate acceptor, uHTS (AID 1001); purified TNAP, luminescent activation assay, no phosphate acceptor; higher activation fold means a stronger effect; activation fold at 20 µM; hits with a dose series show EC50 in µM; 0.03% of 200,000 active; in the data active = activation fold from about 3, or a potency from the dose series; inactive = the rest, 99 in 100 with activation fold below about 1.6; also: many of its hits are not listed in these tables
XIAP displacement: XIAP antagonists, biochemical, IAP family, fluorescence polarization (AID 1018). XIAP BIR domain, fluorescence polarization peptide displacement; higher % means a stronger effect. one-dose displacement, % at 20 µM; IC50 in µM for titrated hits. 0.007% of 200,000 active; in the data active = displacement above about 50%; also: a part of the inactive calls stands beside numbers as strong as those of hits
LYP phosphatase: PTPN22 lymphoid phosphatase activity blockers – biochemical, fluorescence intensity, uHTS (AID 1779); recombinant LYP phosphatase, fluorescence intensity; higher % means a stronger effect; inhibition, % at 11.5 µM; hits with a dose series show IC50 in µM; 0.054% of 290,000 active;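 also: plate controls were vehicle with enzyme for no effect and no enzyme for full effect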
M17LAP inhibition: P. falciparum M17LAP inhibitors, primary screen, biochemical, fluorogenic H-Leu-NHMec substrate, 1536-well (AID 1619); recombinant M17LAP, H-Leu-NHMec fluorogenic kinetic assay; higher % means a stronger effect; one-dose inhibition, % at 30 µM; IC50 in µM for titrated hits; 0.38% of 220,000 active;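 active = compound inhibiting the enzyme by more than half at any dose during confirmatory dose-response retesting; inconclusive = strong single-dose inhibitors picked by rank but not retested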;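 also: plate controls were full reaction with DMSO carrier for no effect and no enzyme background for full effect; strong numbers were not always called active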
CSM14.1 death rescue: rescue of cells from ER stress-induced death, primary screen, 384-well, CSM14.1, thapsigargin, ATP luminescence (AID 1222) | CSM14.1 thapsigargin-induced death rescue, ATP luminescence; higher % means a stronger effect | one-dose cellular ATP content (survival), % at 20 µM; EC50 in µM for titrated hits | 190,000 tested, under 10 active;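 active = EC50 below 50 µM in the dose-response confirmation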;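 also: death triggered by thapsigargin at about 15 µM added after 2 h compound pretreatment; cell ATP read after overnight thapsigargin exposure of roughly 18 to 22 hours; normalized against plate controls of thapsigargin alone and 5% DMSO vehicle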
human PMI inhibitors: MPI inhibition at elevated mannose 6-phosphate – biochemical, fluorescence intensity, high mannose 6-phosphate, primary screen (AID 1220) | 0.66% of 190,000 active | recombinant PMI enzyme, coupled fluorescence intensity; higher % means a stronger effect | one-dose inhibition, % at 20 µM; IC50 in µM for titrated hits
Myeloid diff MLP GFP+ MAC1+ %: further read-out of Myeloid diff MLP, marked with its call; GFP+ MAC1+ double positive, %; measured here: differentiation confirmed by MAC1 staining
* marks the source's active call; other numbers are inactive results; i = inactive; ? = inconclusive; / = no result given. Rule as the data show it, unless noted: active = inhibition above about 50%; inactive = the rest.

Start of the listing, in advance, eleven compounds:
SMILES	M1AAP inhibition	PMI inhibitors	Myeloid diff MLP	Myeloid diff MLP GFP+ MAC1+ %	TNAP activation fold	XIAP displacement	LYP phosphatase	M17LAP inhibition	CSM14.1 death rescue	human PMI inhibitors
CCC1(C)Cc2c(sc3c2c(=O)n(C)c2nnc(SCc4ccc5c(c4)OCO5)n32)CO1 (stereo not drawn)	0%	1%	i	3.7	1.1	-4.0%	-4%	-6%	-1.1%	7%
COc1ccc(CNC(=O)Nc2ccc(C)cc2C)cc1	10%	-10%	i	0.2	1	-7.4%	4%	-3%	-0.9%	-1%
O=C(O)c1cccc(NS(=O)(=O)c2ccc(-c3ccc(S(=O)(=O)Nc4cccc(C(=O)O)c4)cc3)cc2)c1	4%	12%	i	0.3	1.1	-12%	11%	46%	-0.6%	53%*
NC1=NC(=O)C2(COC(c3ccccc3Cl)OC2)S1 (stereo not drawn)	0%	-8%	i	0.9	1.1	-2.3%	-4%	1%	-2.3%	-9%
COc1ccccc1C(=O)Nc1ccc(-c2nnc(SCC(=O)O)n2C)cc1	10%	-2%	i	2.1	1	-3.3%	-1%	13%	-2.1%	-17%
Cc1ccc2cc(C(c3nnnn3CC3CCCO3)N3CCc4ccccc4C3)c(=O)[nH]c2c1 (stereo not drawn)	11%	4%	i	0.9	1	-5.2%	-2%	13%	/	-37%
COc1ccc(N2CCN(CCNC(=O)c3c(C)cc(=O)oc3C)CC2)cc1	9%	3%	i	4.4	1.1	-3.4%	-7%	-1%	0.2%	2%
COc1ccc(N(CC(=O)N/N=C/c2ccc(OC3CSC3)cc2)S(=O)(=O)c2ccccc2)cc1	-1%	20%	i	1.0	1	-1.8%	1%	5%	2.1%	14%
Cc1oc(-c2ccoc2)nc1CN(Cc1ccccc1)CC1CC1	10%	7%	i	0.3	1.1	-0.4%	-9%	-4%	-0.8%	11%
O=c1c(Cl)c(N2CCCCC2)cnn1-c1nc2ccccc2[nH]1	13%	4%	i	0.6	1.1	-4.1%	1%	7%	-7.0%	4%
Cc1cccc(-n2ncc3c(NCc4cccs4)ncnc32)c1	-7%	17%	i	1.0	1	-6.8%	-7%	-2%	-1.3%	12%

Main list, from the start:
SMILES	M1AAP inhibition	PMI inhibitors	Myeloid diff MLP	Myeloid diff MLP GFP+ MAC1+ %	TNAP activation fold	XIAP displacement	LYP phosphatase	M17LAP inhibition	CSM14.1 death rescue	human PMI inhibitors
CCC1(C)Cc2c(sc3c2c(=O)n(C)c2nnc(SCc4ccc5c(c4)OCO5)n32)CO1 (stereo not drawn)	0%	1%	i	3.7	1.1	-4.0%	-4%	-6%	-1.1%	7%
COc1ccc(CNC(=O)Nc2ccc(C)cc2C)cc1	10%	-10%	i	0.2	1	-7.4%	4%	-3%	-0.9%	-1%
O=C(O)c1cccc(NS(=O)(=O)c2ccc(-c3ccc(S(=O)(=O)Nc4cccc(C(=O)O)c4)cc3)cc2)c1	4%	12%	i	0.3	1.1	-12%	11%	46%	-0.6%	53%*
NC1=NC(=O)C2(COC(c3ccccc3Cl)OC2)S1 (stereo not drawn)	0%	-8%	i	0.9	1.1	-2.3%	-4%	1%	-2.3%	-9%
COc1ccccc1C(=O)Nc1ccc(-c2nnc(SCC(=O)O)n2C)cc1	10%	-2%	i	2.1	1	-3.3%	-1%	13%	-2.1%	-17%
Cc1ccc2cc(C(c3nnnn3CC3CCCO3)N3CCc4ccccc4C3)c(=O)[nH]c2c1 (stereo not drawn)	11%	4%	i	0.9	1	-5.2%	-2%	13%	/	-37%
COc1ccc(N2CCN(CCNC(=O)c3c(C)cc(=O)oc3C)CC2)cc1	9%	3%	i	4.4	1.1	-3.4%	-7%	-1%	0.2%	2%
COc1ccc(N(CC(=O)N/N=C/c2ccc(OC3CSC3)cc2)S(=O)(=O)c2ccccc2)cc1	-1%	20%	i	1.0	1	-1.8%	1%	5%	2.1%	14%
Cc1oc(-c2ccoc2)nc1CN(Cc1ccccc1)CC1CC1	10%	7%	i	0.3	1.1	-0.4%	-9%	-4%	-0.8%	11%
O=c1c(Cl)c(N2CCCCC2)cnn1-c1nc2ccccc2[nH]1	13%	4%	i	0.6	1.1	-4.1%	1%	7%	-7.0%	4%
Cc1cccc(-n2ncc3c(NCc4cccs4)ncnc32)c1	-7%	17%	i	1.0	1	-6.8%	-7%	-2%	-1.3%	12%
CCOC(=O)COc1c(OC)cc(Cl)cc1C1Nc2ccccc2C(=O)N1c1cccc(C)c1 (stereo not drawn)	6%	12%	i	4.6	1	-3.6%	4%	-19%	1.7%	12%
Cc1cccc(NC(=O)c2ccc(OCC3CCCO3)cc2)c1C (stereo not drawn)	4%	4%	i	0.8	1.1	-16%	6%	15%	0.8%	6%
COC(=O)c1cccc(NC(=O)CCSc2ccc(Cl)cc2)c1C	5%	16%	i	1.3	1.1	-1.9%	-2%	-1%	-1.9%	7%
CN(C)c1ccc(/C(=N\O)C(F)(F)F)cc1	-1%	-12%	i	5.8	1	-5.9%	-6%	-5%	3.6%	-9%
CCNS(=O)(=O)c1ccc2c(c1)NCC2	-2%	-9%	i	0.5	1.1	0.5%	-5%	6%	-0.3%	-5%
O=C(Nc1ccc(F)cc1)C1=CC(=O)N2CCN=C2S1	2%	-25%	/	/	1.2	-1.8%	-3%	21%	-1.4%	-62%
Cc1ccc(NC(=O)Nc2cnccn2)cc1C	12%	/	i	0.4	/	/	-7%	9%	/	/
CCC(CCC(=O)Nc1cccc(C(=O)O)c1)C(=O)O (stereo not drawn)	7%	-12%	i	1.9	1.1	-2.4%	-2%	0%	-0.1%	-9%
C=CCNC(=O)c1nn2cccnc2c1Cl	-3%	3%	i	0.9	1.1	2.1%	-7%	6%	-0.4%	0%
C/C(=N\OC(=O)NC1CCCCC1)c1sc(-c2ccccc2)nc1C	7%	2%	i	1.0	1.1	-0.1%	-2%	-4%	-1.2%	3%
COc1ccc(C(NC(C)=O)c2cc(Cl)c3cccnc3c2O)cc1OC (stereo not drawn)	4%	40%	i	0.0	1.1	-3.2%	-2%	10%	-0.2%	56%*
COCC1CCN(Cc2nc(-c3ccc4c(c3)OCO4)no2)C1 (stereo not drawn)	/	-3%	i	0.6	1	-1.5%	-10%	/	0.5%	-2%
Cc1csc(=Nc2ccccc2)n1Cc1ccco1	2%	-26%	i	0.5	1.2	-9.3%	-2%	-4%	1.2%	-7%
C=CCn1c(SCC(=O)NCc2ccco2)nnc1-c1ccc2ccccc2n1	14%	2%	i	2.2	1.1	/	-5%	27%	1.3%	-2%
O=C(NC(Cc1c[nH]c2ccccc12)C(=O)Nc1ccc(F)cc1)c1cccs1 (stereo not drawn)	2%	17%	i	0.6	1	-7.3%	-5%	2%	1.2%	12%
COc1ccccc1CO/N=C/c1cccn1-c1nccc(N(C)C)c1C#N	-1%	20%	i	1.0	1.1	-13%	-2%	-7%	0.0%	11%
CC(=O)[C@H]1[C@H](CCc2ccccc2)NC(=O)N(Cc2ccccc2)[C@@H]1C	1%	/	i	2.2	/	/	-9%	-4%	/	/
CS(=O)(=O)N1CCN(c2ccc([N+](=O)[O-])cc2C(F)(F)F)CC1	5%	/	i	0.2	/	/	-5%	7%	/	/
Cc1noc(C)c1S(=O)(=O)NCCN1CCN(c2ccccc2)CC1	10%	1%	i	0.2	1.1	-6.1%	0%	4%	-1.2%	-2%

As a short view, some entries already given.
SMILES	M1AAP inhibition	PMI inhibitors	Myeloid diff MLP	Myeloid diff MLP GFP+ MAC1+ %	TNAP activation fold	XIAP displacement	LYP phosphatase	M17LAP inhibition	CSM14.1 death rescue	human PMI inhibitors
COc1ccccc1C(=O)Nc1ccc(-c2nnc(SCC(=O)O)n2C)cc1	10%	-2%	i	2.1	1	-3.3%	-1%	13%	-2.1%	-17%
Cc1ccc2cc(C(c3nnnn3CC3CCCO3)N3CCc4ccccc4C3)c(=O)[nH]c2c1 (stereo not drawn)	11%	4%	i	0.9	1	-5.2%	-2%	13%	/	-37%

The list goes on.
SMILES	M1AAP inhibition	PMI inhibitors	Myeloid diff MLP	Myeloid diff MLP GFP+ MAC1+ %	TNAP activation fold	XIAP displacement	LYP phosphatase	M17LAP inhibition	CSM14.1 death rescue	human PMI inhibitors
O=C1C2C3C=CC(C3)C2C(=O)N1c1ccc2c(c1)CCC2 (stereo not drawn)	3%	-6%	i	5.7	1.1	-1.3%	1%	4%	-1.9%	-2%
COc1ccc(C)cc1S(=O)(=O)Nc1cccc(SC)c1	7%	19%	i	1.0	0.9	-5.8%	-5%	-1%	2.2%	12%
O=C(c1ccc(N2CCOCC2)cc1)c1cccs1	15%	9%	i	0.6	1.1	-13%	-3%	12%	-5.9%	12%
CC(=O)c1ccc(Oc2cc(C)nc(-n3nc(C)cc3C)n2)cc1	0%	0%	?	/	1.1	-3.1%	-6%	8%	-2.9%	0%
O=C1CC(N2CCOCC2)C(=O)N1c1ccccc1Cl (stereo not drawn)	3%	4%	i	0.4	1.2	0.6%	-2%	-4%	-0.5%	7%
COc1ccccc1NS(=O)(=O)c1cccc(NC(=O)c2nc3nc(C)cc(C)n3n2)c1	2%	-2%	i	1.3	1.2	2.4%	-6%	2%	0.2%	-1%
O=[N+]([O-])c1ccc(/C=C/c2ccncc2)cc1	7%	/	i	0.2	/	/	-1%	-4%	/	/
S=C(Nc1ccc(Cl)cc1)NC1CC2CCC(C1)N2Cc1ccccc1 (stereo not drawn)	-2%	5%	i	0.6	1.1	-18%	7%	-6%	2.0%	0%
CN(C)c1ccc(NC(=O)CN2CCN(CC(=O)Nc3ccc(F)cc3)CC2)cc1	8%	7%	i	1.0	1.1	-4.3%	-4%	-7%	-2.7%	7%
Cc1ccc(C(=O)NCc2ccccc2)cc1Br	-1%	9%	i	2.1	1.1	-0.2%	-5%	-4%	-1.3%	13%
CCN(C(=O)CSc1ncnc2sc(C)c(C)c12)C1CCS(=O)(=O)C1 (stereo not drawn)	2%	4%	i	0.7	1	-6.3%	-2%	-10%	-0.7%	7%
O=C(CCc1nnc(Cc2ccc(-c3ccccc3)cc2)o1)NCCc1ccccn1	1%	16%	i	0.2	1.1	-5.8%	-6%	12%	1.9%	11%
O=C(CSc1nccn1Cc1ccccc1)Nc1nccs1	13%	15%	i	0.4	1	2.1%	-3%	3%	-0.9%	12%
COc1ccc(C(=O)NNC(=O)Cc2ccc(Cl)cc2)cc1	/	2%	i	0.3	1.4	-1.1%	-2%	/	-0.5%	1%
COc1ccc2cc(C3(C)NC(=O)N(CC(=O)NCc4ccco4)C3=O)ccc2c1 (stereo not drawn)	14%	7%	i	1.3	1.1	-3.7%	-1%	6%	-0.4%	4%
CN(C)S(=O)(=O)N(CC(=O)N1CCN(Cc2ccccc2)CC1)c1ccccc1	-1%	/	i	0.9	/	/	-8%	6%	/	/
CCc1ccc(OCc2nnc(SCc3ccc(C(=O)O)cc3)o2)cc1	1%	/	i	1.2	1.1	-6.8%	-1%	42%	-0.3%	/
COc1ccc(OC)c(/C=N/NC(=O)c2cc(-c3ccc(C)o3)nc3ccccc23)c1	13%	-5%	i	1.2	1	-6.1%	0%	-3%	-0.7%	-2%
